hERG protect – compounds protecting human hERG from proarrhythmic drug block | Q12809 | CHO-hERG, FluxOR thallium flux, dofetilide IC70 present | activation (rescue from dofetilide block), less the hit threshold, % at 10 µM | 0.51% of 310,000 active;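 active = activation above the mean of controls blocked by dofetilide plus 5 SD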;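 also: thallium influx through hERG after potassium depolarization seen as dye fluorescence rise; in these data hits start at about 4.7%; inactives centre near -7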
TRPC4 agonist – TRPC4 (mouse) channel activation; Q9QUQ5; HEK293 TRPC4beta/mu-opioid, Fluo4 calcium fluorescence; hits give high values; B-score at 10 µM; 0.49% of 310,000 active;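 active = B-score above 5 SD of library B-scores, and initial fluorescence ratio not above library mean plus 5 SD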;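 also: positive B-score marks a calcium rise read as TRPC4 activation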
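Material: TRPC4beta and mu-opioid receptor HEK293 stable cells | Incubation: 45 min room-temperature Fluo4 loading, 110 s read | Detection: Kinetic Fluo4 calcium fluorescence | Measure: Integrated baseline-normalised fluorescence ratio, converted to per-well B score | Benchmarks: Low control buffer alone, high control maximal DAMGO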
KCNK9 block – human KCNK9 channel inhibition | Q9NPC2 | HEK293 KCNK9, FluxOR thallium flux fluorescence; hits give low values | B-score at 10 µM | 1.2% of 310,000 active | AID 488922;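 active = ratio B-score over 3 SD below the library mean, with starting fluorescence within 5 SD of its mean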;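 also: negative B-score means less thallium flux so channel inhibition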
Target sequence (Q9NPC2 whole entry, looked up): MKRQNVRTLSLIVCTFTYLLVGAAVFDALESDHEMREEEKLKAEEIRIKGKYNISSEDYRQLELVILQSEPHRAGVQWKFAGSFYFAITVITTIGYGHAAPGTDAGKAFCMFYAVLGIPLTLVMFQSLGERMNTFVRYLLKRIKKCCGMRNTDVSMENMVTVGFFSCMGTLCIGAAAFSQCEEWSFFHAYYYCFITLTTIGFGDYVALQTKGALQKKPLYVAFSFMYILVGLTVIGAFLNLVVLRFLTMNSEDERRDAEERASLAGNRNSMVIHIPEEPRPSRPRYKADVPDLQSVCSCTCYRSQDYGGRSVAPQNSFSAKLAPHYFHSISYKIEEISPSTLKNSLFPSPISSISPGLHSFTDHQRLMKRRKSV
KCNQ1 act – human KCNQ1 channel potentiation or activation; P51787; CHO-K1 KCNQ1, thallium flux FluxOR fluorescence; hits give high values; B-score at 10 µM; 0.35% of 310,000 active;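 active = fluorescence ratio B-score, a plate-corrected score, at least three library SD, with initial intensity B-score within 5 SD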
Target sequence (P51787 whole entry, looked up): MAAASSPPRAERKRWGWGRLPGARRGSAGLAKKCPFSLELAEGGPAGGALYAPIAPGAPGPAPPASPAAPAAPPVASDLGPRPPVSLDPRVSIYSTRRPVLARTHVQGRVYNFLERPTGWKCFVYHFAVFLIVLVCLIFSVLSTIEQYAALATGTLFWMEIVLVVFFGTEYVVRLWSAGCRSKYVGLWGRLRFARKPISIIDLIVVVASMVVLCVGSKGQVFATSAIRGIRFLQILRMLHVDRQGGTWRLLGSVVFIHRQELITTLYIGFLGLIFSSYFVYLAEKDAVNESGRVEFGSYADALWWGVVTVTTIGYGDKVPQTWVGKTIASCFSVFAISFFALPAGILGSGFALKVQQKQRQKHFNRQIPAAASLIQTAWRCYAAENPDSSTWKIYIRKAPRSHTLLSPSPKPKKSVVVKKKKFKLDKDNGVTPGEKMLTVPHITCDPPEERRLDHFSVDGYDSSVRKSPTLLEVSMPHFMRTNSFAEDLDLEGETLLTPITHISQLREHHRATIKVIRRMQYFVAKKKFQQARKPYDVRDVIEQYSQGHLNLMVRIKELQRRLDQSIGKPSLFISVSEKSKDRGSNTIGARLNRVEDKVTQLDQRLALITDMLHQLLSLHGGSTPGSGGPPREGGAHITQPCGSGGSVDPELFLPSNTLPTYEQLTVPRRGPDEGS
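assay system = CHO-K1 cells stably expressing KCNQ1 | medium = assay buffer, equal DMSO in all wells | timing = 37 °C overnight plating, 90-min dark dye load, 20-min compound pretreatment | measured by = kinetic FluxOR thallium fluorescence, 10-s 1-Hz baseline, 110-s post-stimulus read | measure = fluorescence change relative to baseline, converted to B score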
Dyrk1A ADPGlo – inhibitors of rat Dyrk1A kinase; 0.43% of 310,000 active; ADP-Glo luminescence, NFATc1 peptide; inhibition, % at 12.5 µM; AID 504441; in the data active = inhibition above about 50%;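 also: plate controls were vehicle with enzyme for no effect and no enzyme for full effect; many of its hits are not listed in these tables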
KCNQ1 block – blocks the human KCNQ1 potassium channel. B-score at 10 µM. 1.3% of 310,000 active. CHO-K1 KCNQ1, FluxOR thallium flux fluorescence; hits give high values;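 active = compounds whose thallium flux B-score, printed positive for inhibition, exceeds three library SD while starting fluorescence stays within three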;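 also: channel opened by potassium depolarization with thallium stimulus after 20 min compound exposure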
TRPC4 PAM – allosterically enhances the mouse TRPC4 cation channel. B-score at 10 µM. AID 2227. HEK293 TRPC4beta/mu-opioid, DAMGO EC20, Fluo-4 Ca2+ flux; hits give high values. 0.42% of 310,000 active;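 active = B-score of calcium response area above 5 SD of library B-scores, with initial fluorescence ratio within 5 SD of library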;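 also: B-score of integrated fluorescence ratio over time as area under calcium response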
KCNK3 inh – human KCNK3 channel inhibition, primary screen | 0.84% of 340,000 active | B-score at 10 µM | O14649 | AID 602410 | CHO-KCNK3 thallium flux, FluxOR fluorescence; hits give low values;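 active = B-score under library mean minus 4 SD, starting fluorescence ratio at most library mean plus 5 SD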;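 also: more negative B-score means stronger inhibition of thallium flux through KCNK3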
Platelet DG rel – modulates dense granule release in human platelets; human platelet-rich plasma, SFLLRN dense granule ATP release, luminescence; inhibition, %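 (compounds screened at 7.5 µM in platelet-rich plasma)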; 0.22% of 300,000 active; AID 1663;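 active = mean replicate score, as percent of positive control, at or above 50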
TRPC4 block – inhibitors of mouse TRPC4 channel; Q9QUQ5; HEK293 TRPC4beta/mu-opioid, DAMGO-evoked Fluo4 calcium flux; hits give low values; B-score at 10 µM; 0.39% of 300,000 active;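 active = B-score over 3 SD under the library average, no early fluorescence shift, positive overall ratio signal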
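test system = HEK293 cells with stable TRPC4beta plus mu-opioid receptor expression | detection = Fluo4 Ca2+ flux fluorescence | read-out = integrated fluorescence ratio relative to baseline, converted to per-well B score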
PolyA inhibitor – blocks polyadenylation in yeast reporter cells; S. cerevisiae SKY197-pL101 polyadenylation reporter, beta-gal luminescence; efflux-impaired pdr1/pdr3 knockout yeast; score 100 = 6 SD above DMSO; calls only at 12 µM; 0.02% of 300,000 active; AID 1875;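 active = lowest replicate activity score at least 50, where 100 means six control SD above control mean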;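 also: yeast exposed to compound for 9 h at 30 °C; higher score means more reporter readthrough which indicates perturbed polyadenylation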
An asterisk follows results filed as active; i = inactive; x = not tested or not shown.

canonical_smiles,TRPC4 block,PolyA inhibitor,KCNK3 inh,hERG protect,Platelet DG rel,KCNK9 block,TRPC4 PAM,KCNQ1 block,TRPC4 agonist,KCNQ1 act,Dyrk1A ADPGlo
O=C(CCc1ccccc1)OCC(=O)c1cccc([N+](=O)[O-])c1,i,i,i,-6,3,i,i,i,i,i,x
O=C(CCCn1c(=S)[nH]c2ccc(Br)cc2c1=O)N1CCN(c2ccccn2)CC1,i,i,i,-12,7,i,i,i,i,i,12
Fc1cccc(Cc2noc(CN3CCN(c4cnccn4)CC3)n2)c1,i,i,i,-12,18,i,i,i,i,i,x
Cc1ccccc1N1CCN(S(=O)(=O)c2nnc(NC(=O)c3ccc(F)cc3)s2)CC1,i,i,i,0,6,i,i,i,i,i,-1
CCO[C@@H]1OC(C(=O)N2CCOCC2)=C[C@H](c2coc3ccccc3c2=O)[C@H]1CCCO,i,i,i,-6,6,i,i,i,i,i,5
CC1(C)Cc2c(sc(NC(=O)C(=O)N3CCOCC3)c2C(N)=O)CO1,i,i,i,-13,-1,i,i,i,i,i,x
O=C(NCCn1cccn1)c1ccc(OC2CCN(CCc3ccccc3)CC2)cc1,i,i,i,-10,2,i,i,i,66*,i,-8
Cc1ccc2c(c1)c1c(n2C)C(=O)CCC1,i,i,i,-9,1,i,i,i,i,i,5
CC(C)(C)C#CCn1c(/C=[N+](\[O-])C2CCCCC2)nc2ccccc21,i,i,i,-4,2,i,i,i,i,i,33
c1ccc(C(c2ccccc2)c2nc(-c3cccnc3)no2)cc1,i,i,i,-4,-6,i,i,i,i,i,1
COc1cnc(-c2ccccc2)nc1Oc1ccccc1C,i,x,i,-10,-1,i,i,i,i,i,2
CS(=O)(=O)c1cnc(-c2ccccc2)nc1-c1ccc(Cl)c(Cl)c1,i,i,i,-9,6,i,i,i,i,i,-1
COc1ccc(S(=O)(=O)Nc2cccc3ccc(O)cc23)cc1,i,i,i,-9,-39,i,i,i,i,i,3
CC(C)CN(C(=O)c1nn(C)c(=O)c2ccccc12)c1nc2ccccc2s1,i,i,i,-3,-14,i,i,i,i,i,1
CC1=CC(=O)C(C(C)=Nc2ccccc2Cl)C(=O)O1 (centres undefined),i,i,i,-13,-2,i,i,i,i,i,0
COc1cccc(CNc2cccc(C(F)(F)F)c2)c1O,i,i,i,-22,4,i,i,i,i,i,0
O=C(Nc1cccc(O)c1)c1cc2nc(-c3ccccc3)cc(-c3ccccc3)n2n1,i,i,i,-7,-3,i,i,i,i,i,0
COCCNC(=S)NC12CC3CC(CC(C3)C1)C2,i,i,i,-7,3,i,i,i,i,i,-4
COc1ccc(OC)c(NC(=O)C2C3CCC(O3)C2C(=O)O)c1 (centres undefined),i,i,x,-15,-8,i,i,i,i,i,x
CCc1ccc(CN2C(=O)c3ccccc3C2C(=O)NC(C)CC)cc1 (centres undefined),i,i,i,-2,0,i,i,i,i,i,1
Cc1ccc(S(=O)(=O)C2(C(=O)Nc3ccc4c(c3)OCO4)CC2)cc1,i,i,i,-8,-2,i,i,i,i,i,-2
O=C(Oc1ccc(/C=N/O)cc1)c1ccccc1,i,i,i,-10,-1,i,i,i,i,i,0
O=C(NC1CCCCC1)C(c1cccnc1)N(C(=O)CCl)c1ccc(F)cc1 (centres undefined),i,i,i,-6,-4,i,i,i,i,i,3
CN(C)CCCNC(=S)N(Cc1cccs1)Cc1cc2cc3c(cc2[nH]c1=O)OCCO3,i,i,i,-15,1,i,i,i,i,i,1
CC(C)N(Cc1nc(COc2ccccc2)no1)Cc1nccn1C,i,i,i,-9,8,i,i,i,i,i,-2
CCn1c(-c2ccco2)n[nH]c1=S,i,i,i,-9,2,i,i,i,i,i,3
O=C(Nc1nncs1)c1cc(S(=O)(=O)N2CCCCC2)ccc1Cl,i,i,i,-4,2,i,i,i,i,i,-4
O=C(Nc1ccccc1-c1nc2ccccc2s1)c1ccco1,i,i,i,0,-5,i,i,i,i,i,7
CCCCOc1ccc(C(=O)Nc2ccc(SC(F)F)cc2)cc1OC,i,i,i,-3,15,i,i,i,i,i,0
COc1ccc(Cc2nnc(NC(C)=O)s2)cc1,i,i,i,-3,-2,i,i,i,i,i,1

An excerpt of these results, with values under each structure.
Each structure is followed by: TRPC4 block	PolyA inhibitor	KCNK3 inh	hERG protect	Platelet DG rel	KCNK9 block	TRPC4 PAM	KCNQ1 block	TRPC4 agonist	KCNQ1 act	Dyrk1A ADPGlo
O=C(Oc1ccc(/C=N/O)cc1)c1ccccc1
 : i	i	i	-10	-1	i	i	i	i	i	0
O=C(NC1CCCCC1)C(c1cccnc1)N(C(=O)CCl)c1ccc(F)cc1 (centres undefined)
 : i	i	i	-6	-4	i	i	i	i	i	3
CN(C)CCCNC(=S)N(Cc1cccs1)Cc1cc2cc3c(cc2[nH]c1=O)OCCO3
 : i	i	i	-15	1	i	i	i	i	i	1

(further entries)
canonical_smiles,TRPC4 block,PolyA inhibitor,KCNK3 inh,hERG protect,Platelet DG rel,KCNK9 block,TRPC4 PAM,KCNQ1 block,TRPC4 agonist,KCNQ1 act,Dyrk1A ADPGlo
C=CCn1c(SCC(=O)Nc2c(C)nn(Cc3ccccc3)c2C)nnc1C(O)c1ccccc1 (centres undefined),i,i,i,-9,0,i,i,i,i,i,-6
COc1ccc(Cl)cc1NC(=O)CCc1nc(-c2ccccc2F)no1,i,i,i,-10,-9,i,i,i,i,i,-5
CN(C)CCCNc1cc(C(C)(C)C)nc2c(-c3ccccc3)cnn12,i,i,i,-30,21,i,i,i,i,i,8
COc1ccc(N(CC(=O)N2CCN(C)CC2)S(=O)(=O)c2cc(C)ccc2OC)cc1Cl,i,i,i,-9,11,i,i,i,i,i,x
Cc1cc(S(=O)(=O)N2CCCCC2)ccc1OCC(=O)N1CCOCC1,i,i,i,-3,-3,i,i,i,i,i,3
Cc1ccccc1OC(C)C(=O)NCCCN1CCOCC1 (centres undefined),i,i,i,-1,-8,i,i,i,i,i,23
CN=C(NC1CCCCC1)c1ccc(Cl)cc1,i,i,i,-2,-5,i,i,i,i,i,0
OCCN=Cc1c(O)[nH]c2ccccc12,i,i,i,0,-1,i,i,i,i,i,13
COc1ccc(CCNC(=O)Cn2c([N+](=O)[O-])cnc2C)cc1OC,i,i,i,-5,17,i,i,i,i,i,-8
Cc1ccc(/C(O)=C2/C(=O)C(=O)N(Cc3ccco3)C2c2cccs2)cc1 (centres undefined),i,i,i,-14,-2,i,i,i,i,i,2
CCOC(=O)C1CCN(S(=O)(=O)c2cc3c4c(c2)C(C)C(=O)N4CCC3)CC1 (centres undefined),i,i,i,-5,6,i,i,i,i,i,-9
c1ccc(CN2CCN(c3nc4ccccc4n4cnnc34)CC2)cc1,i,i,i,-14,-17,i,i,i,i,i,14
Cc1ccc(NC(=O)CSc2nc(=O)n(CCN(C)C)c3c2CCCC3)cc1Cl,i,i,-10*,-11,12,i,i,i,i,i,3
COc1ccc(C(=O)O)cc1S(=O)(=O)NCCc1ccccn1,i,i,i,-3,-11,i,i,i,i,i,-7
O=C(O)CCCC(=O)Nc1ccc2c(c1)oc1ccccc12,i,i,i,-6,0,i,i,i,i,i,10
O=c1c2[nH]c3ccc(F)cc3c2ncn1CC1CCCO1 (centres undefined),i,i,i,-9,-2,i,i,i,i,i,-3
CC(Oc1ccc2ccccc2c1)C(=O)NNC(=S)NC(=O)c1ccco1 (centres undefined),i,i,i,-7,14,i,i,i,65*,38*,1
COc1ccc(CSc2nc(C)cc(C)c2C#N)cc1,i,i,i,-9,26,i,i,i,i,i,-12
C=CCNc1nc(Nc2ccc(Cl)cc2)nc(OC)n1,i,i,i,-6,13,i,i,i,i,i,7
CCOC(=O)c1cc(C#N)c(N2CCN(C)CC2)nc1-c1ccccc1,i,i,i,-12,-1,i,i,i,i,i,4
COc1ccc(C)cc1NC(=O)C12CCC(C)(C(=O)O1)C2(C)C (centres undefined),i,i,i,-8,6,i,i,i,i,i,5
O=C(C1CC1)N1CCc2cc(Br)cc(S(=O)(=O)NCC3COc4ccccc4O3)c21 (centres undefined),i,i,i,-9,2,i,i,i,i,i,-2
C=CCN1CN(S(=O)(=O)c2cccc(Cl)c2)c2nc3ccccc3nc21,i,i,i,-4,-15,i,i,i,i,i,-1
CCc1nc2ccc(C(=O)NCCc3ccc(OC)cc3)cc2nc1CC,i,i,i,-8,-5,i,i,i,i,i,0
Cc1cc(C)c2c(CC(=O)NC(C)C)coc2c1,i,i,i,-2,4,i,i,i,i,i,x
Clc1ccc2c(c1)C=Nc1c(NCc3ccccc3)ncnc1O2,i,i,i,-3,-8,i,i,i,i,i,-2
CCN(CC)c1ccc(/C=N/NC(=O)CNC(=O)c2cccnc2)cc1,i,i,i,-8,2,i,i,i,i,i,-3
COC(=O)c1ccc(N2CCOCC2)c(NC(=O)c2cccnc2)c1,i,i,i,-12,2,i,i,i,i,i,-5
Cc1cc(NC(=O)CN2CCCCC2)n(-c2ccccc2)n1,i,i,i,-3,-1,i,i,i,i,i,x
CSc1ccccc1NC(=O)COC(=O)c1ccccc1Cc1ccccc1,i,i,i,-11,3,i,i,i,i,i,-4
Cc1[nH]c(C)c(S(=O)(=O)N2CCN(c3cccc(C(F)(F)F)c3)CC2)c1C(=O)N1CCCCC1,i,i,i,-14,14,i,i,i,i,i,0
CCN(CC)S(=O)(=O)c1ccc(C(=O)N2CCN=C2SCc2cccnc2)cc1,i,i,i,-8,5,i,i,i,i,i,4
Cc1c(S(=O)(=O)N2CC(C)CC(C)C2)c(=O)n(C)c(=O)n1C (centres undefined),i,i,i,-7,-6,i,i,i,i,i,1
OCCCCNCc1ccc(OCc2ccc(Cl)cc2)cc1,i,i,i,2,3,i,i,i,i,i,x
CC(C(=O)NC1CCCCC1)N(Cc1ccc(F)cc1)C(=O)c1snc(C(N)=O)c1N (centres undefined),i,i,i,-9,-3,i,i,i,i,i,2
CCCCn1c(SCC(=O)Nc2cc(C)[nH]n2)nc2ccsc2c1=O,i,i,i,-6,-2,i,i,i,i,i,-6
O=C(NCc1cccs1)c1cc(-c2ccccn2)nc2ccc(Br)cc12,i,i,i,-19,1,i,i,i,i,i,4

Screening results (PubChem)

The list is partial. The share of hits here may be higher or lower than overall.
